p47phox inh: inhibitors of human p47phox binding | P14598 | p47phox/p22phox peptide binding, fluorescence polarization, 2 h | inhibition, % at 24.7 µM | actives 0.53% (n = 220,000) | AID 1274;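 active = inhibition above about 30%, limit read from the data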;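 note: 0% = p47phox with labelled peptide and 100% = labelled peptide alone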
Target sequence (P14598 whole entry, looked up): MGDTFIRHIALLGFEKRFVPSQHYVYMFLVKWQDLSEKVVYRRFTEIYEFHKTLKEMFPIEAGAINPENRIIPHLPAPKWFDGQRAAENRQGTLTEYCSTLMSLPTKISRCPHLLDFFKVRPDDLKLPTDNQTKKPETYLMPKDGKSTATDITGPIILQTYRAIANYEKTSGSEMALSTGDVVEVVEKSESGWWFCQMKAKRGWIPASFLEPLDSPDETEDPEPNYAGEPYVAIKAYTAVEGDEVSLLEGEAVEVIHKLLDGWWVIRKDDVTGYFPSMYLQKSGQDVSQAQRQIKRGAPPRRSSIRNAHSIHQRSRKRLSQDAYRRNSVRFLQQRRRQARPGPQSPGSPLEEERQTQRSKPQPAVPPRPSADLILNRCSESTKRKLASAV
Runt-SMMHC FRET: Runt domain-CBFb-SMMHC interaction inhibition | Q01196+Q13951 | Cerulean-Runt/Venus-CBFb-SMMHC FRET ratio 530/480, 1 h | inhibition, % at 20 µM | actives 0.74% (n = 220,000);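 active = mean inhibition across duplicate retests at 20 µM reaching about 50%, limit read from the data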;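 note: 0% = DMSO wells and 100% = wells with excess untagged CBFb-SMMHC; inhibitors lower the FRET ratio by blocking Runt binding to CBFb-SMMHC; some results filed as inactive read as strong as hits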
Target sequence (Q01196 whole entry, looked up, the tested form may be a part): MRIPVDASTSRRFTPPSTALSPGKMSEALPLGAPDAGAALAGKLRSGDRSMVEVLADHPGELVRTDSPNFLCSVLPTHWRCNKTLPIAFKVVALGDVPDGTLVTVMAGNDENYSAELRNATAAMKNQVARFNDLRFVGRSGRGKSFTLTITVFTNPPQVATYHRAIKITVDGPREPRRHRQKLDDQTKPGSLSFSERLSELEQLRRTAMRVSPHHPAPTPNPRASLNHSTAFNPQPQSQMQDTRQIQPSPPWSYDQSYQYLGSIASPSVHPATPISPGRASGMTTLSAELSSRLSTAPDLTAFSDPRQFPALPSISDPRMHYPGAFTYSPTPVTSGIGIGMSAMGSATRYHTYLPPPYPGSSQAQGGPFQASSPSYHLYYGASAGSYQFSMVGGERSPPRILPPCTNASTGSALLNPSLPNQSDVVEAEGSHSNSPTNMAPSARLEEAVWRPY
Target sequence (Q13951 whole entry, looked up, the tested form may be a part): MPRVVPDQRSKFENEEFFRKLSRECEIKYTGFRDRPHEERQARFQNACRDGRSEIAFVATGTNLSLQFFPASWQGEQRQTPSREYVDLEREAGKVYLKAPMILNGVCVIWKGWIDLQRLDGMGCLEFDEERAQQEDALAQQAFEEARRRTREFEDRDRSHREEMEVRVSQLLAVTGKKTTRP
zfTRPN1 agonist: agonists of zebrafish TRPN1 channel. HEK293 zebrafish TRPN1-YFP, Fluo-8 calcium fluorescence; 100% = response to 87 µM carbachol. activation, % at 3 µM. actives 0.18% (n = 220,000);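 active = activation above its plate's cutoff, the mean activation of test wells on that plate plus 3 SD, cut at about 19% in these data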;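 note: 0% = DMSO alone and 100% = 87 µM carbachol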
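Control set: carbachol 87 µM as high control, DMSO as low control; system: HEK293 stable line with zebrafish TRPN1-YFP; read-out: % activation versus carbachol response; detection: intracellular calcium fluorescence with Fluo-8; doses: single test compound dose, 3 µM nominal, 0.3% DMSO; schedule: dye 1 h 37 °C plus 30 min RT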
TRPML3 agonist: agonists of human TRPML3 channel; Q8TDD5; HEK293 TRPML3-YFP, Fluo-8 calcium fluorescence; 100% = the carbachol control signal; activation, % at 3 µM; actives 0.29% (n = 220,000); AID 1448;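 active = activation above its plate's cutoff, the mean activation of the plate's test wells plus 3 SD, cut at about 12% in these data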;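 note: 0% = DMSO only wells and 100% = carbachol wells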
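Test system: TRPML3-YFP stable HEK293 cells. Doses: single point at 3 µM. Incubation: dye loading 1 h 37 °C then 30 min ambient, 125 s read. Signal: Fluo-8 calcium dye fluorescence, ex 470-495, em 515-575 nm. Measure: percent activation from peak-to-basal fluorescence ratio, scaled between DMSO and carbachol.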
CHOP inh: inhibitors of CHOP induction in ER stress response. actives 3.8% (n = 220,000). AID 2732. inhibition, % at 10 µM. CHO-K1 CHOP-promoter luciferase, tunicamycin-induced, 15-18 h;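 active = compounds that reduced the stress-induced luciferase reporter signal by more than about 70% of percent inhibition, limit read from the data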;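 note: 0% = tunicamycin plus vehicle and 100% = wells without tunicamycin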
PPC-1+TRAIL kill: PPC-1 cancer cell killing with TRAIL present. actives 0.41% (n = 220,000). cell killing (% activity), % at 4 µM. PPC-1 cells + TRAIL, ATPLite viability luminescence. AID 1443;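 active = cell killing above 50% in the first pass at 4 µM, then a duplicate retest at 5 µM averaging 50% or more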;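 note: plate controls were cells with TRAIL plus DMSO for no effect and medium-only wells lacking cells for full effect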
TNF necrop inh: inhibitors of TNF-alpha induced necroptosis in Jurkat FADD-/- cells. actives 0.068% (n = 220,000). Jurkat FADD-/- TNF necroptosis rescue, ATP luminescence, 24 h; 0 = TNF only, 100 = no-TNF cells. activation (protection from cell death), % at 10 µM;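 active = activation, meaning protection from cell death, of at least 50% relative to plate controls; inactive = activation below 50%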;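 note: necroptosis triggered by 40 ng/mL TNF-alpha added together with compound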
MDM2 E3 inh: Mdm2 E3 ligase (human) inhibition | Q00987 | cell-based MDM2 ubiquitination luciferase reporter, 2 h; 0 = plate control, 100 = twice control, blank-subtracted | signal enhancement, % at 5 µM | actives 0.11% (n = 210,000);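 active = signal enhancement of 30% or more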;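 note: luminescence tracks abundance of the self-degrading MDM2-luciferase fusion protein; higher signal means inhibition of MDM2 E3 ligase activity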
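Assay system: stable mammalian line carrying autodegrading MDM2–luciferase fusion reporter; amount: 2000 cells seeded into each well; buffer or medium: DMEM; benchmarks: plate control and blank wells; signal: luciferase luminescence; timing: 2 h compound exposure at 37 °C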
EBV gp42 block: EBV gp42 inhibition. actives 0.42% (n = 220,000). inhibition, % (tested at 21.74 µM). Fluorescence polarization binding assay, mP read-out. Q1HVG2; in the data active = inhibition above about 50%
* marks the source's active call; other numbers are inactive results; · = not tested or not shown.

Letters: A = p47phox inh; B = Runt-SMMHC FRET; C = zfTRPN1 agonist; D = TRPML3 agonist; E = CHOP inh; F = PPC-1+TRAIL kill; G = TNF necrop inh; H = MDM2 E3 inh; I = EBV gp42 block
COc1ccc(CN(C)Cc2nc3scc(-c4ccccc4)c3c(=O)[nH]2)cc1OC
  A: -30	B: 1	C: -0.3	D: 0.2	E: 20	F: -4	G: 0.9	H: 3	I: 6

O=C(Nc1cc(Cl)ccc1N1CCOCC1)c1cccnc1Cl
  A: 0	B: -1	C: 0.8	D: -0.1	E: 3	F: -6	G: -0.2	H: 9	I: -11

CCS(=O)(=O)Nc1ccc(-c2ccc(NS(=O)(=O)CC)c(OC)c2)cc1OC
  A: -4	B: -6	C: 3.6	D: 1.0	E: -7	F: 28	G: -2.1	H: -6	I: -10

C=CCN1C(=O)C(CC(=O)Nc2ccccc2)SC1=Nc1c(C)n(C)n(-c2ccccc2)c1=O (centres undefined)
  A: -6	B: 1	C: 0.5	D: -0.3	E: -4	F: 26	G: -0.7	H: -5	I: 7

CC(C)(C)OC(=O)NNC(=O)c1ccc(Cl)cc1
  A: -6	B: -4	C: 0.0	D: 0.3	E: 39	F: 22	G: -1.7	H: -5	I: 4

COC(=O)c1ccc(OCC2c3cc(OC)c(OC)cc3CCN2C(=O)C2CC2)cc1 (centres undefined)
  A: -5	B: -5	C: -0.4	D: 0.1	E: -47	F: 4	G: -3.5	H: -15	I: 1

O=C1CSC2=NCN(c3ccccc3)CN12
  A: -14	B: -5	C: 0.2	D: 0.4	E: 16	F: 28	G: -0.5	H: 0	I: 6

COc1ccc(-n2c(SCC(N)=O)nc3sc4c(c3c2=O)CCC4)cc1
  A: 3	B: -14	C: -0.1	D: -0.4	E: 24	F: 20	G: 1.5	H: -3	I: 5

CC(=O)N(CCCN(C)C)c1nc2ccc(C)cc2s1
  A: 1	B: 0	C: 2.5	D: 1.6	E: 6	F: 4	G: 2.4	H: -12	I: 1

CN(C1CCCCC1)S(=O)(=O)c1ccc(NC(=O)c2ccc(Br)o2)cc1
  A: -19	B: -5	C: 0.0	D: 0.9	E: -9	F: 12	G: 2.2	H: -1	I: 8

NS(=O)(=O)c1ccc(CCNC(=O)CCCCCn2c(=S)[nH]c3ccc(Br)cc3c2=O)cc1
  A: -20	B: -5	C: 2.7	D: 0.5	E: 5	F: 0	G: 1.0	H: -3	I: -32

Cc1ccc(C2CC(c3cccs3)n3nc(N)nc3N2)cc1 (centres undefined)
  A: -2	B: 0	C: -1.9	D: -0.8	E: -12	F: -19	G: -0.7	H: -14	I: -6

O=C(CCN1CCN(c2ccc(Cl)cc2)CC1)Nc1nccs1
  A: -12	B: 5	C: 0.1	D: 0.7	E: 24	F: 8	G: 5.1	H: -1	I: -8

O=C(CC1S/C(=N/N=C/c2c[nH]c3ccc(OCc4ccccc4)cc23)NC1=O)Nc1ccccc1 (centres undefined)
  A: 11	B: -4	C: 1.2	D: 0.6	E: 26	F: 7	G: -0.1	H: 4	I: -36

CCN(CC)CCCNc1oc(-c2ccccc2[N+](=O)[O-])nc1C#N
  A: -8	B: -2	C: 1.5	D: 0.6	E: -2	F: 4	G: 0.4	H: -6	I: -6

O=C(CSc1nc2ccccc2s1)NCCOc1ccc(Cl)cc1
  A: -2	B: -7	C: -1.8	D: -1.1	E: 56	F: 2	G: -1.6	H: -13	I: -6

CC(C)(O)C#Cc1ccc(C(=O)N2CCN(c3ccccc3)CC2)cc1
  A: 8	B: 1	C: 0.9	D: 1.1	E: 2	F: 16	G: 0.5	H: -25	I: -7

O=C(O)CCC(=O)N1CCN(c2ncccc2C(F)(F)F)CC1
  A: 1	B: -1	C: 0.6	D: 0.7	E: -5	F: 11	G: -1.4	H: -6	I: -12

CCc1ccc(C2c3[nH]c4ccccc4c3CCN2C(=O)CNC(N)=O)cc1 (centres undefined)
  A: -2	B: -2	C: -0.1	D: -0.2	E: 10	F: 9	G: -1.8	H: -27	I: 11

COc1ccc(NC(=O)c2cc([N+](=O)[O-])ccc2N2CCCC2)cc1
  A: -2	B: -5	C: -1.4	D: 0.2	E: -3	F: -4	G: 1.5	H: 1	I: -7

COc1ccc(-c2nnn(Cc3nn[nH]n3)n2)cc1OC
  A: 2	B: 0	C: -0.9	D: 0.6	E: 24	F: -2	G: -2.1	H: -1	I: -10

Cc1ccc(N2C(=O)C(Cl)=C(NCc3ccccc3)C2=O)c(C)c1
  A: -12	B: -13	C: 0.5	D: -0.3	E: 53	F: -1	G: -1.7	H: -14	I: 2

COCCNC(=O)c1ccc(C(=O)NCCOC)s1
  A: -2	B: 1	C: -0.1	D: 0.0	E: 0	F: 4	G: -1.1	H: -17	I: 7

CC(C)(CNC(=O)c1cc(=O)[nH]c2ccccc12)N1CCOCC1
  A: 1	B: -1	C: -0.6	D: 1.3	E: 8	F: 8	G: -0.2	H: -11	I: -6

CCOC(=O)c1c(-c2ccc(OC)cc2)csc1NC(=O)C1CCCO1 (centres undefined)
  A: 3	B: 4	C: 0.1	D: -0.7	E: 19	F: 0	G: 1.2	H: 11	I: 1

Next section, starting with the last four of the part before.
Letters: A = p47phox inh; B = Runt-SMMHC FRET; C = zfTRPN1 agonist; D = TRPML3 agonist; E = CHOP inh; F = PPC-1+TRAIL kill; G = TNF necrop inh; H = MDM2 E3 inh; I = EBV gp42 block
Cc1ccc(N2C(=O)C(Cl)=C(NCc3ccccc3)C2=O)c(C)c1
  A: -12	B: -13	C: 0.5	D: -0.3	E: 53	F: -1	G: -1.7	H: -14	I: 2

COCCNC(=O)c1ccc(C(=O)NCCOC)s1
  A: -2	B: 1	C: -0.1	D: 0.0	E: 0	F: 4	G: -1.1	H: -17	I: 7

CC(C)(CNC(=O)c1cc(=O)[nH]c2ccccc12)N1CCOCC1
  A: 1	B: -1	C: -0.6	D: 1.3	E: 8	F: 8	G: -0.2	H: -11	I: -6

CCOC(=O)c1c(-c2ccc(OC)cc2)csc1NC(=O)C1CCCO1 (centres undefined)
  A: 3	B: 4	C: 0.1	D: -0.7	E: 19	F: 0	G: 1.2	H: 11	I: 1

CCCCOC(=O)Nc1nnc(COc2ccccc2)s1
  A: 0	B: -4	C: 0.0	D: 0.4	E: 55	F: 7	G: 3.2	H: 1	I: -9

CC(=O)Nc1cccc(NC(=S)Nc2cccc(Cl)c2C)c1
  A: -4	B: -5	C: 0.1	D: 0.9	E: -17	F: -8	G: 0.3	H: -35	I: -6

C[C@H](NC(=O)c1nc[nH]c1C(=O)N[C@H](C)c1ccccc1)C(=O)OC(C)(C)C
  A: ·	B: 2	C: -1.9	D: -0.1	E: 17	F: -1	G: 0.4	H: ·	I: -5

CN(C)C(=O)N1CCCC(C(=O)NCc2ccc(F)cc2Cl)C1 (centres undefined)
  A: 7	B: 1	C: 1.3	D: 1.0	E: 8	F: -2	G: 2.3	H: -17	I: -2

Cc1ccc(Sc2ccc(/C=C3/C(=O)NN(c4ccccc4)C3=O)o2)cc1
  A: 3	B: -6	C: 1.8	D: 1.1	E: 98*	F: 1	G: -4.5	H: ·	I: -9

COCCn1c(C)cc(C(=O)COC(=O)c2ccc3c(c2)NC(=O)CS3)c1C
  A: -9	B: -7	C: 3.7	D: 0.9	E: 9	F: 16	G: -1.1	H: -6	I: 40

Cc1cccc(NC(=O)C2CCCN(S(=O)(=O)c3cccc4nonc34)C2)c1 (centres undefined)
  A: -35	B: -3	C: 1.0	D: 1.1	E: -6	F: -4	G: 1.7	H: -6	I: -30

O=[N+]([O-])c1ccc(-c2cn(-c3ccc(Cl)cc3)c(=S)[nH]2)cc1
  A: 14	B: -15	C: -0.7	D: -0.3	E: -30	F: 0	G: 0.3	H: -17	I: 54*

CCC1=NN(C(=O)Cc2ccc([N+](=O)[O-])cc2)C(O)(c2ccncc2)C1 (centres undefined)
  A: 16	B: -2	C: 1.8	D: 0.3	E: -4	F: 16	G: 0.1	H: -14	I: -1

CCOC(=O)C1CCCN(C(=O)c2cn(C)c3ccc(S(=O)(=O)N(C)C)cc3c2=O)C1 (centres undefined)
  A: -15	B: -2	C: 1.9	D: 0.5	E: 13	F: 0	G: -0.2	H: -12	I: -7

CCN(CC)c1nc(SCC(=O)O)nc(N(CC)CC)n1
  A: -5	B: 1	C: 0.8	D: 0.8	E: -2	F: 2	G: -0.9	H: -17	I: -12

CCCCN(C(=O)CSc1nncn1-c1ccccc1)c1c(N)n(Cc2ccccc2)c(=O)[nH]c1=O
  A: 5	B: 2	C: -2.0	D: -0.3	E: 14	F: 0	G: 1.1	H: -2	I: -27

CC(C(=O)N1CCOCC1)N1C(=O)c2cccc3cccc(c23)C1=O (centres undefined)
  A: 1	B: 0	C: -0.9	D: 0.1	E: 17	F: -9	G: -2.1	H: -5	I: 7

c1n[nH]c(SCCCCSc2ncn[nH]2)n1
  A: -6	B: 0	C: 0.9	D: 0.6	E: 27	F: 13	G: -1.1	H: -6	I: -18

CN(Cc1nc(-c2ccncc2)no1)S(=O)(=O)c1ccccc1
  A: -9	B: 1	C: 1.1	D: 2.6	E: -18	F: 16	G: -2.0	H: -6	I: -4

COc1ccc(-c2cnn3c(N)c(S(=O)(=O)c4ccccc4)cnc23)cc1
  A: -6	B: -2	C: 0.5	D: -0.1	E: 63	F: 2	G: -6.3	H: 0	I: -7

Cc1cccc(N(C(=O)CCC(=O)Nc2nccs2)C(C(=O)NC(C)(C)C)c2ccc(O)cc2)c1 (centres undefined)
  A: 6	B: 0	C: 0.0	D: 0.7	E: 48	F: 9	G: -0.2	H: -4	I: 8

O=[N+]([O-])c1ccc(OCC(O)CNC2CCCC2)cc1 (centres undefined)
  A: 9	B: -1	C: 1.2	D: -0.2	E: 8	F: -6	G: 2.6	H: ·	I: 6

CCCCCNC(=O)C(C)NS(=O)(=O)c1ccc(OC)cc1 (centres undefined)
  A: -14	B: 1	C: 0.1	D: 0.9	E: -9	F: 19	G: 1.1	H: -3	I: -5

Cc1ccc2cc(C#N)c(N3CCN(C)CC3)nc2c1
  A: 2	B: -2	C: 0.1	D: 0.4	E: 14	F: 12	G: 0.2	H: -1	I: -17

C=CCNC(=O)/C=C/c1cccs1
  A: 6	B: 1	C: 0.5	D: 0.5	E: 19	F: 18	G: -0.4	H: -14	I: -1

CCC/C(O)=C1\C(=O)CC(C)(C)CC1=Nc1ccccc1O
  A: -7	B: 0	C: -2.6	D: -1.4	E: -6	F: 12	G: 0.0	H: -6	I: -8

CCOC(=O)C1=C(C)N(CC(C)C)C(=O)/C1=C\c1ccc(OCC(=O)Nc2ccccc2)cc1
  A: -3	B: -10	C: -1.2	D: 0.9	E: 17	F: 4	G: -5.1	H: -13	I: -28

COc1ccc(-c2noc(CSc3ccccc3)n2)cc1OC
  A: -18	B: -2	C: -0.1	D: -1.0	E: 19	F: 14	G: 3.8	H: -12	I: -10

COc1ccc(/C=C\C(=O)Oc2cccc(/C=N/NC(=O)Cc3ccc(OC)c(OC)c3)c2)cc1
  A: -6	B: -9	C: 1.8	D: -0.1	E: 18	F: 6	G: 1.9	H: 0	I: 15
